Source: PubChem
ST2 IL33 inh: IL1RL1 inhibition; 78,000 compounds, 2.3% hits; Q01638; AlphaLISA ST2-Fc/biotin-IL-33 interaction, 1 h; inhibition, % for hits at 17 µM; in the data active = inhibition above about 30%; inconclusive = mostly about 10% to 28%
Target sequence (Q01638 whole entry, looked up): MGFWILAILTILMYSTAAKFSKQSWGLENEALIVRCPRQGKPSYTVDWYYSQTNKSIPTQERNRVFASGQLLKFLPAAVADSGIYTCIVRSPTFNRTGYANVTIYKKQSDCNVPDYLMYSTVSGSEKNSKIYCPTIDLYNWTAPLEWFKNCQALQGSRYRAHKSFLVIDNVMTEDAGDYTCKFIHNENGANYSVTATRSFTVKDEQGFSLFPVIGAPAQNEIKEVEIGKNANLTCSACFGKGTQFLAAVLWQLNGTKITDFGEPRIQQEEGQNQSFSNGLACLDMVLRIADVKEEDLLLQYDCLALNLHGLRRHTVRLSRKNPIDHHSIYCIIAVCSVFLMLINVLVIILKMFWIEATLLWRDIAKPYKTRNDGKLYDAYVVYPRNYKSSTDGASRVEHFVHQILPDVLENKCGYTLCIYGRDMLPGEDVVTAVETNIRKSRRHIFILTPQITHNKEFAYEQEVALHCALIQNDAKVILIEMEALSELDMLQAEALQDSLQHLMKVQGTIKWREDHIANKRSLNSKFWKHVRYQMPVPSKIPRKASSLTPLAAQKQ
An asterisk follows results filed as active; i = inactive; ? = inconclusive. Some of the compounds tested; count on the stated rates, not on these rows.

#	structure	ST2 IL33 inh
1	COCCc1nc2ccc(C(=O)N3CCCC(C(=O)N4CCOCC4)C3)cc2o1 (centres undefined)	i
2	CCC(C)n1c(=N)c(C(=O)NCc2cccnc2)cc2c(=O)n3ccccc3nc21 (centres undefined)	i
3	O=C1Nc2ccccc2C(O)(C(=O)NCc2ccco2)N1c1ccc(Cl)cc1 (centres undefined)	?
4	Cc1cc(C)nc(SCC(=O)NC2CCCCC2)n1	?
5	CC1=C(C(=O)Nc2ccccn2)C(c2ccccc2C(F)(F)F)C2=C(CC(C)(C)CC2=O)N1 (centres undefined)	i
6	COc1cc(C)ccc1Oc1ncnc(N)c1[N+](=O)[O-]	i
7	Cc1ccc(C(=O)Nc2nc(-c3ccccc3)cs2)c(Cl)c1	i
8	CN(CC(=O)Nc1ccc2c(c1)OCO2)S(=O)(=O)c1ccc(Cl)cc1	i
9	COc1cc2c(cc1OC)CN(Cc1ccc(OCc3ccccc3)cc1)CC2	?
10	Fc1ccc(Br)cc1C1Nc2cccc3cccc(c23)N1	?
11	CCc1noc(CN(CC)C(=O)CN2CCOc3ccccc3C2)n1	i
12	CC(C)NC(=O)CSCc1ccc(Cl)cc1	i
13	C=C(C)C(C)(C)C(=O)NCc1cccnc1Oc1ccccc1OC	i
14	CCC(Sc1nnc(-c2cccc(N)c2)n1C)C(=O)Nc1ccc(Br)cc1 (centres undefined)	i
15	COc1ccc(-c2nnc(NC(=O)c3ccc(S(=O)(=O)N4CCOCC4)cc3)o2)c(OC)c1	?
16	CC1CCN(C(=O)c2cc(-c3ccc(Cl)c(Cl)c3)on2)CC1	i
17	O=C(c1ccc2c(c1)N(Cc1ccccc1)C(=O)CS2)N1CCOCC1	i
18	Cc1ccc(NC(=O)CN2CCN(Cc3ccc(F)cc3Cl)S2(=O)=O)c(Cl)c1	i
19	O=C(O)c1cc(-c2c[nH]c3ccccc23)n[nH]1	i
20	Cc1c(C2CC(=O)Nc3n[nH]c(C4CCC4)c32)c(=O)n(-c2ccccc2)n1C (centres undefined)	i
21	CCOc1ccc(N(CC)S(=O)(=O)c2ccc3c(c2)CCN3C(=O)C2CC2)cc1	i
22	O=C(CC1Sc2ccccc2NC1=O)Nc1ccccc1OC(F)F (centres undefined)	i
23	Cc1cc(Cl)ccc1OCC(=O)Nc1cccc(-c2nc3ncccc3o2)c1	i
24	O=C(Nc1ccccc1)N[C@H]1[C@H](O)[C@@H](N2CCC(Cc3ccccc3)CC2)[C@@H]2OC[C@H]1O2	?
25	COc1ccc(CC2(CCC(=O)N3CCN(c4cccc(C)c4C)CC3)CCC(=O)N2)cc1OC (centres undefined)	i
26	CC1CC(=O)NN=C1c1ccc(N)c([N+](=O)[O-])c1 (centres undefined)	i
27	COC(=O)[C@@H]1Cc2nc[nH]c2CN1Cc1ccc([N+](=O)[O-])cc1	i
28	COc1cccc(-n2cc(CN(C)Cc3cnn(C)c3)cn2)c1	?
29	COc1ccccc1N1CCN([C@H]2[C@@H]3OC[C@@H](O3)[C@@H](NCc3ccccc3O)[C@@H]2O)CC1	?
30	CCN(CC)C(=O)C1CCCN(c2ncnc3c2cnn3-c2ccccc2)C1 (centres undefined)	i
31	Brc1cccc(C2=Nn3c(nnc3-c3cccnc3)SC2)c1	i
32	CN(Cc1ccccc1)C(=O)Cc1c(C(=O)O)[nH]c2ccccc12	i
33	Cc1ccc(N(C(=O)c2c(F)cccc2F)C2C=CS(=O)(=O)C2)cc1C (centres undefined)	i
34	CCn1c(/C=C/c2cccnc2)nc2ccccc2c1=O	96.0%*
35	CN(C)c1ccc(-c2ncnn2-c2ccc([N+](=O)[O-])cc2)cc1	?
36	Cc1cc(Nc2ccc(Cl)cc2)nc(N2CCOCC2)n1	?
37	COc1ccc(C(=O)Nc2ccc3c(c2)N(C(C)=O)c2ccccc2CC3)c(OC)c1OC	i
38	C=C(C)Cn1cnc(-c2ccccc2)c1-c1c(C)n(C)n(-c2ccccc2)c1=O	i
39	CCS(=O)(=O)c1ccc2oc(=O)c(C=C(O)c3cccs3)nc2c1	i
40	Cc1ccc(CN2C(=O)CSc3ccc(C(=O)NCc4cccnc4)cc32)cc1	i
41	CCCCc1cc(C[C@H]2CNCC[C@H]2CC(=O)N2CCN(Cc3ccccc3)CC2)no1	i
42	O=C(Nc1ccccc1Br)c1cc2ccccc2oc1=O	i
43	CCSc1nnc(NC(=O)CSc2cn(CC)c3ccccc23)s1	i
44	COc1cc2c(c3oc(-c4ccccc4)cc(=O)c13)C=CC(C)(C)O2	?
45	CC(C)C[C@@H](NC(=O)[C@@]1(O)C[C@@H](O)[C@H](O)[C@@H](NC(=O)c2cccnc2)C1)C(N)=O	i
46	COc1ccc(C2CC(c3ccc(Br)cc3)=NN2C(=O)CCCC(=O)O)cc1OC (centres undefined)	?
47	Cc1occc1C(=O)Nc1cccc(NC(=O)c2ccoc2C)c1	?
48	Cc1nc(C)c(-c2cccc3[nH]ccc23)s1	i
49	O=C(Nc1ccccc1Br)c1ccccc1Cl	?
50	COc1ccc(-n2ccnc2CN2CCC(C(=O)N3CCCC3)CC2)cc1	i
51	CCCc1cnc(C)nc1NCC1CCN(C(=O)C2CC2)CC1	i
52	CCCN(CCO)Cc1c(F)cccc1F	?
53	Cc1ccccc1C1=N/C(=C\C=C\c2ccccc2)C(=O)O1	42.0%*
54	Nc1ccc(-c2cc(NC3CCCC3)nc3[nH]ccc23)nc1	?
55	COc1ccc(OC)c(NC(=O)c2cc3ccccc3o2)c1	i
56	CCN(CC)CCNC(=O)c1ccc2c(c1)ncn2C1CCCCC1	i
57	Cc1ccc2nsnc2c1S(=O)(=O)N1CCCC1C(=O)O (centres undefined)	i
58	CCc1ccc2nc(N3CCC(C(=O)NCCCN(CC)CC)CC3)sc2c1	i
59	Cc1ccc(C2(C)CC(C)(C)N(C(=O)CN3C(=O)CCC3=O)c3ccccc32)cc1 (centres undefined)	i
60	COc1ccc(/C=C2\Sc3ccccc3N(CC(=O)NC3CCCCC3C)C2=O)cc1 (centres undefined)	?

Remaining list, next part:
#	structure	ST2 IL33 inh
61	COc1cccc(NC(=O)/C(C#N)=C\c2cn(Cc3ccc(C)cc3)c3ccccc23)c1	30.0%*
62	CCCc1cc(CN(C)C(=O)CC2(c3ccccc3)CC(=O)N(Cc3cccs3)C2=O)[nH]n1 (centres undefined)	?
63	O=C(Nc1ccc2n(c1=O)C[C@H]1C[C@@H]2CN(C(=O)c2ccccc2)C1)c1ccc(-c2ccccc2)cc1	i
64	COc1cc(Cl)c(C)cc1NC(=O)CN1C(=O)c2ccccc2C1=O	?
65	COc1ccc(-c2cc(C(F)(F)F)nc(NCc3ccco3)n2)cc1	i
66	CCOc1ccc(N2C(=O)Nc3cc(Cl)c(Cl)cc3N2O)c([N+](=O)[O-])c1	?
67	O=C(O)c1ccccc1CN1CCCN(Cc2ccccc2F)CC1	i
68	COC(=O)c1cccc(NC(=S)N[C@H]2CO[C@H]3[C@@H]2OC[C@H]3OC(=O)NC2CCCCC2)c1	i
69	CCOc1ncccc1C(=O)N1CC[C@H](O)[C@@H](O)C1	?
70	COc1ccc(-n2nc3c(c2NC(=O)c2ccco2)CS(=O)C3)cc1 (centres undefined)	i
71	Cc1ccc2c(c1)c(=O)c(C(=O)N(C)Cc1nc3ccc(F)cc3[nH]1)cn2C	i
72	CC1(C(=O)NC2CCCCCCC2)CCC(=O)N1C1CC1 (centres undefined)	i
73	COc1ccccc1/C=C/C1=NC(=C\c2ccccc2)/C(=O)O1	38.0%*
74	COc1ccc(C(=O)Nc2ncc(S(=O)(=O)c3ccc([N+](=O)[O-])cc3)s2)cc1OC	i
75	N#CC1=C(N)OC2=C(C(=O)CCC2)C1c1ccc(Oc2ccc([N+](=O)[O-])cc2Cl)cc1 (centres undefined)	?
76	Cc1ccc(-c2cc(N3CCN(S(=O)(=O)c4ccc(CC(C)C)cc4)CC3)ncn2)cc1	i
77	Cc1ccc(S(=O)(=O)N2CCSC2c2ccccc2Cl)cc1[N+](=O)[O-] (centres undefined)	?
78	CCCc1cc(CN(C)C(=O)CC2(c3ccccc3C)CC(=O)N(Cc3ccncc3)C2=O)[nH]n1 (centres undefined)	?
79	CCCc1nc2nc[nH]n2c(=O)c1NC(=O)Nc1cccc(OC)c1	i
80	Cc1cccc(CN2CCN(C(=O)c3cc(C)c(C)n(C)c3=O)C(C)C2=O)c1 (centres undefined)	i
81	O=C(O)C(Cc1c[nH]c2ccccc12)NS(=O)(=O)c1ccc(Cl)cc1 (centres undefined)	i
82	N#Cc1c(N2C(=O)Nc3ccccc3N2O)sc2c1CCCCC2	i
83	COc1cccc(CN2CC(C(=O)N3CCC(OCc4ccccc4)CC3)CCC2=O)c1 (centres undefined)	?
84	CSc1ccccc1NC(=O)CC1SC(N)=NC1=O (centres undefined)	i
85	CC(=O)c1cccc(NS(=O)(=O)c2ccc3[nH]c(=O)oc3c2)c1	i
86	O=C(Nc1ccc2[nH]c(=O)[nH]c2c1)c1ccc([N+](=O)[O-])cc1	i
87	COc1ccc(NC(=O)CCS(=O)(=O)c2cccc3nsnc23)cc1	i
88	COCC1CCCN(C(=O)c2ccc(-c3ccccc3CN(C)C)nc2)C1 (centres undefined)	?
89	Cc1ccsc1CCNC(=O)CC1C(=O)N(C)C(=O)N1C (centres undefined)	i
90	CN(C)CCCCSC(=N)N	i
91	COc1ccc(S(=O)(=O)N2CCN(c3nc(C)cc(N4CCCCC4)n3)CC2)cc1C	?
92	CCOC(=O)c1c(NC(=O)COc2ccc3c(c2)OCO3)sc(C)c1C	i
93	COC(=O)c1ccccc1NC(=O)c1cc(-c2ccc3c(c2)OCO3)on1	i
94	COc1cccc(-c2cnc(-c3ccncc3)nc2C2CCN(C(=O)/C=C/c3cccc(F)c3)CC2)c1	i
95	O=C(O)C[C@@H]1CCN(C(=O)Nc2ccc(OC(F)(F)F)cc2)C[C@@H]1CCN1C[C@@H]2C[C@H](C1)c1cccc(=O)n1C2	?
96	CC1(C(=O)NC2CCCCCCC2)CCC(=O)N1Cc1ccc(F)cc1Cl (centres undefined)	i
97	CN(C)c1ncnc2c1CCN(C(=O)C(O)c1ccc(C(F)(F)F)cc1)C2 (centres undefined)	?
98	COc1ccc(N2C(=O)C(O)=CC2(OC)c2ccccc2)cc1 (centres undefined)	45.0%*
99	Cc1ccnc(NC(=O)C2CC(=O)N(c3ccc(C)c(C)c3)C2)c1 (centres undefined)	?
100	Cc1ccoc1C(=O)N1CCC(N2CCCC(C(=O)NCc3ccccc3)C2)CC1 (centres undefined)	i

A different layout for part of the listing above.
92) CCOC(=O)c1c(NC(=O)COc2ccc3c(c2)OCO3)sc(C)c1C
  ST2 IL33 inh: i

91) COc1ccc(S(=O)(=O)N2CCN(c3nc(C)cc(N4CCCCC4)n3)CC2)cc1C
  ST2 IL33 inh: ?

85) CC(=O)c1cccc(NS(=O)(=O)c2ccc3[nH]c(=O)oc3c2)c1
  ST2 IL33 inh: i

3 entries from above, with each value named.
#97 CN(C)c1ncnc2c1CCN(C(=O)C(O)c1ccc(C(F)(F)F)cc1)C2 (centres undefined)
  ST2 IL33 inh: ?

#98 COc1ccc(N2C(=O)C(O)=CC2(OC)c2ccccc2)cc1 (centres undefined)
  ST2 IL33 inh: 45.0%*

#99 Cc1ccnc(NC(=O)C2CC(=O)N(c3ccc(C)c(C)c3)C2)c1 (centres undefined)
  ST2 IL33 inh: ?

The results go on.
#	structure	ST2 IL33 inh
101	COc1ccccc1C(=O)N1CC2(C)CC1CC(C)(C)C2 (centres undefined)	?
102	COc1ccc(-n2nc3c(c2NC(=O)c2c(F)cccc2F)CS(=O)C3)cc1 (centres undefined)	i
103	O=c1c(O)c(-c2ccc(O)c(O)c2)oc2cc(O)cc(O)c12	i
104	Cc1ccc(O)c(NC(=O)c2ccc3c(c2)C(=O)N(C(C)(C)C)C3=O)c1	i
105	COc1ccc(C(=O)Nc2ccc(S(=O)(=O)N(C)C3CCCCC3)cc2)c(OC)c1OC	i
106	COc1ccc(OC)c(N=Cc2c(C)c(Cl)c(C)c([N+](=O)[O-])c2O)c1	?
107	CCCCOc1ccc(-c2cnc(S(C)(=O)=O)nc2)cc1	i
108	Brc1ccccc1-c1nnc(-c2ccncc2)o1	i
109	CC1CCCN(C(=O)c2cc3cc4ccc(Cl)cc4nc3o2)C1 (centres undefined)	?
110	Cn1cc(C(=O)NC2CC2)c2c3ccccc3n(C)c2c1=O	i
111	COc1cccc(CN2Cc3ccccc3N(CC(=O)NCC3(N4CCOCC4)CCCC3)C2=O)c1	i
112	CC(C)NCC(O)COc1ccc(C(C)(C)C)cc1 (centres undefined)	i
113	O=S(=O)(c1ccccc1)N1CCN(Cc2ccccc2)CC1	i
114	Cc1csc2ncc(C(=O)Nc3cccc(F)c3)c(=O)n12	i
115	CC(C(=O)NCCCN1CCOCC1)(c1ccccc1)c1ccccc1	i
116	CCOc1ccccc1NC(=O)CSc1nc(-c2ccc(F)cc2)cs1	i
117	C[n+]1ccc(NC(=O)C(O)(c2ccccc2)c2ccccc2)cc1	?
118	COc1ccc(-c2ccnc(N[C@H]3CO[C@H]4[C@@H]3OC[C@@H]4NC(=O)CC3(CC(=O)O)CCCC3)n2)cc1	i
119	COc1ccc(N2CCCS2(=O)=O)cc1NC(=O)c1ccccc1OC	i
120	O[C@@H]1C[C@@H](c2nc(-c3ccc(F)cc3)no2)N(Cc2cc3ccccc3o2)C1	?

No new results follow: 3 of the compounds above.
#	structure	ST2 IL33 inh
118	COc1ccc(-c2ccnc(N[C@H]3CO[C@H]4[C@@H]3OC[C@@H]4NC(=O)CC3(CC(=O)O)CCCC3)n2)cc1	i
119	COc1ccc(N2CCCS2(=O)=O)cc1NC(=O)c1ccccc1OC	i
120	O[C@@H]1C[C@@H](c2nc(-c3ccc(F)cc3)no2)N(Cc2cc3ccccc3o2)C1	?

More compounds follow.
#	structure	ST2 IL33 inh
121	COc1cc2c(C(=O)N3CCC4(CC3)OCCO4)cn(CC(C)C)c(=O)c2cc1OC	i
122	O=[N+]([O-])c1nn(-c2ccccc2)n(O)c1=NCc1ccc(F)cc1	i
123	CC1CC(C)CN(CCCNC(=O)c2cc3cc4ccc(Cl)cc4nc3o2)C1 (centres undefined)	i
124	CC(=O)N(CN1C(=O)c2ccc(Br)cc2C1=O)c1ccc(OCc2ccccc2)cc1	i
125	CC1(C(=O)NC2CCCCC2)CCC(=O)N1Cc1ccc2c(c1)OCO2 (centres undefined)	i
